Screening results deposited in PubChem BioAssay by National Center for Advancing Translational Sciences (NCATS).
HCV inh: blocks hepatitis C virus. Huh7.5.1 HCVcc-Cre infection, luciferase reporter, 44 h. Potency, µM (top dose mostly 41.8 µM), inactives show at the highest dose activity change, negative = inhibition, hits mostly inhibitors. 340,000 tested, 3.4% active. AID 651820; further: potency means the concentration at half of the fitted maximal effect; on the % scale 0 is the no-effect control and ±100 the full control effect
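Infectious HCV cell culture screen: compound-treated cells (1,000/well, pre-plated 4 h) are infected with HCVcc-Cre at roughly 0.5 moi and grown 44 h. Infection is quantified by luciferase signal after 15 min substrate incubation at room temperature.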
Pf growth 96h: P. falciparum growth inhibition at 96 hour, primary screen for plastid delayed-death inhibitors | P. falciparum luciferase reporter growth, 96 h | Potency, µM (series often up to 28.7 µM), without a hit: top-dose activity change, negative = inhibition, hits mostly inhibitors | 320,000 tested, 6.9% active; further: potency means the concentration at half of the fitted maximal effect; on the % scale 0 is the no-effect control and ±100 the full control effect
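96 h incubation, 37 C, 5% CO2, of luciferase-reporter P. falciparum-infected RBCs (2% hematocrit, 0.05% parasitemia final) with test compounds; endpoint luminescence.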
LmPK inhibitor: inhibitors of Leishmania mexicana pyruvate kinase; Q27686; purified LmPK, Kinase-Glo ATP luminescence, 1 h; Potency, µM (highest dose often 57.5 µM), without a hit: at the top dose activity change, negative = inhibition, most hits filed as inhibitors; 290,000 tested, 0.37% active; further: potency means the concentration at half of the fitted maximal effect; on the % scale 0 is the no-effect control and ±100 the full control effect
Target sequence (Q27686 whole entry, looked up): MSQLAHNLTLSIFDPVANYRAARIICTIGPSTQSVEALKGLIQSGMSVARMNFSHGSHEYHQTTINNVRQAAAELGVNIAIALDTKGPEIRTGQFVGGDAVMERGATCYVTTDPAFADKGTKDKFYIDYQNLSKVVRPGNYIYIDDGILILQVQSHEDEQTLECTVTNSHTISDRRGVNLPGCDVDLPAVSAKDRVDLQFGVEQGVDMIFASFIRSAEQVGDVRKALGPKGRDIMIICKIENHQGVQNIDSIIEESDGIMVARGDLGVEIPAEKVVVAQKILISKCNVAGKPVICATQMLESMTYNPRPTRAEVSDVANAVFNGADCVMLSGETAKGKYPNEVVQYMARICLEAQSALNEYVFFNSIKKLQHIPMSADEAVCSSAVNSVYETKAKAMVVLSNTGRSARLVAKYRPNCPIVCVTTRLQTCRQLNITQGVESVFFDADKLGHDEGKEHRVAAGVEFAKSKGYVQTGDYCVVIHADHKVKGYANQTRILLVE
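Purified LmPK (0.1 nM) converted ADP (0.1 mM) to ATP with PEP (0.5 mM) in imidazole buffer pH 7.2 with KCl and MgCl2, 1 h at room temperature. ATP was read by Kinase-Glo luminescence; data normalized to uninhibited and no-enzyme controls.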
Pf growth 48h: P. falciparum growth inhibition at 48 hours (one generation) | Potency, µM (titrated, usually from 28.7 µM), inactives show top-dose activity change, negative = inhibition, actives largely listed as inhibitors | P. falciparum luciferase growth in erythrocytes, 48 h | 310,000 tested, 5.9% active; further: potency means the concentration at half of the fitted maximal effect; on the % scale 0 is the no-effect control and ±100 the full control effect
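Read-out is firefly luciferase luminescence from an integrated reporter in P. falciparum, so falling signal marks reduced parasite growth. Infected erythrocytes were at 2% hematocrit and 0.1% parasitemia (final) in Albumax-supplemented RPMI 1640.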
Tb PYK inh: inhibitors of Trypanosoma brucei pyruvate kinase; Q57TT1; TbPYK enzyme, Kinase-Glo Plus ATP luminescence, 45 min; Potency, µM (doses to about 76.8 µM), without a hit: at the highest dose activity, negative = inhibition, actives largely listed as inhibitors; 410,000 tested, 0.12% active; further: potency means the concentration at half of the fitted maximal effect; on the % scale 0 is the no-effect control and ±100 the full control effect; nearly all actives have a fitted effect of over 50% in size
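Quantitative HTS: titrated library compounds versus trypanosomal pyruvate kinase in TEA buffer (pH 7.2) containing KCl, MgCl2, BSA and Tween-20. Reactions were initiated with ADP, 130 uM final. Kinase-Glo Plus luminescence was read after 45 min at RT.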
CHX counter: affects cycloheximide protein synthesis inhibition readout, counter-screen; 300,000 tested, 12% active; max response, %; cell reporter, cycloheximide protein synthesis inhibition counterscreen; AID 2314; in the data active means max response mostly above about 13%, no sharp cut-off; inactive means mostly below about 14%; further: read at 38.3 µM for the half of the compounds with a filed dose; 0% is about no effect
Shiga inhibitor: Shiga toxin inhibition; Vero cells, Shiga toxin protein synthesis inhibition reporter; inhibition, % at 38.7 µM; 290,000 tested, 9.2% active; in the data active means inhibition mostly above about 28%, no sharp cut-off; inactive means mostly below about 43%; further: 0% is about no effect
Starred values were filed as active, the others as inactive; ? = inconclusive; . = not tested or not shown; [ ] = dose if it differs, or a comment. Unless noted, the call rests on the fitted dose curve; in most records, active means well fitted curve in the direction sought with a large enough effect; inconclusive means small, poorly fitted or top-dose-only effect, or another doubt; inactive means no such curve, though single readings can be large; an effect the other way counts as inactive or inconclusive.

compound,Pf growth 48h,LmPK inhibitor,Pf growth 96h,Shiga inhibitor,CHX counter,HCV inh,Tb PYK inh
CC(=O)NCCC1CCN(c2nc3nonc3nc2N(C)Cc2ccccc2)CC1,?,9.5%,?,-14.2,-2.2,12.3%,7.6%
Cc1ccccc1OCC(=O)NC(C)c1ccccc1 (configuration not stated),0.8%[0.00184 µM],1.1%,27.5%,-9.0,-4.7,?,5.2%
Cc1cc(=O)[nH]c(N/N=C/C(C)c2ccccc2)n1 (configuration not stated),14.2%,1.4%,-4.6%,2.3,10.1,19.4%,2.1%
Cc1cc(S(=O)(=O)NC2CCCCC2)ccc1-n1cnnn1,-21.3%,1.1%,-1.8%,-10.3,4.3,-0.2%,0.7%
O=C(COc1ccccc1Cl)Nc1ccc(N2CCN(C(=O)c3ccccc3)CC2)cc1,?,-12.4%,11.2%,-13.4,0.7,5.01µM*,-5.7%
N#Cc1c(-c2ccccc2)cc(-c2ccccc2)nc1SCCC(=O)O,28.4%,0.4%,?,-2.0,-0.8,11.0%,-13.2%
CCOc1ccc(OCCn2ccnc2)cc1,1.1%,-0.2%,38.5%[activator],12.6,0.3,19.0%,1.2%
COc1ccc(C2SCC(=O)N2Cc2ccccc2)cc1 (configuration not stated),13.5%,-0.3%,9.8%,-11.5,1.1,-0.8%,5.9%
Cc1cc(C(=O)Nc2c(C)nn(Cc3ccc(F)cc3)c2C)on1,.,3.5%,13.5%,35.6,0.6,3.0%,0.9%
Cc1cc(C)cc(OCC(O)CN2CCC(CN3C(=O)c4cccc5cccc(c45)C3=O)CC2)c1 (configuration not stated),9.5%,-3.7%,29.5%,11.9,3.6,2.24µM*,-24.0%
Cc1cccc(NC(=O)c2cc3c([nH]c4ccccc43)c(C)n2)c1C,6.4%,-2.5%,-17.8%,7.4,-4.2,?,-0.4%
NS(=O)(=O)c1ccc(CCNC(=O)C(=O)c2cn(CC(=O)N3CCCC3)c3ccccc23)cc1,?,-2.7%,?,14.2,-1.7,-4.9%,-0.7%
c1ccc(-c2cc3ncccc3cn2)cc1,179.4%[activator],.,110.8%[activator],.,.,-9.8%,-0.8%
CCCCCOC(=O)C1C2C=CC3(CN(c4ccccc4C)C(=O)C13)O2 (configuration not stated),-14.8%,-0.3%,?,24.9,-0.4,11.4%,2.7%
COc1ccccc1CCC(=O)OCC(=O)N1c2ccccc2NC(=O)C1(C)C,-2.7%,.,8.9%,.,.,7.2%,-1.5%

Eight consecutive records already listed, for reference:
compound,Pf growth 48h,LmPK inhibitor,Pf growth 96h,Shiga inhibitor,CHX counter,HCV inh,Tb PYK inh
COc1ccc(C2SCC(=O)N2Cc2ccccc2)cc1 (configuration not stated),13.5%,-0.3%,9.8%,-11.5,1.1,-0.8%,5.9%
Cc1cc(C(=O)Nc2c(C)nn(Cc3ccc(F)cc3)c2C)on1,.,3.5%,13.5%,35.6,0.6,3.0%,0.9%
Cc1cc(C)cc(OCC(O)CN2CCC(CN3C(=O)c4cccc5cccc(c45)C3=O)CC2)c1 (configuration not stated),9.5%,-3.7%,29.5%,11.9,3.6,2.24µM*,-24.0%
Cc1cccc(NC(=O)c2cc3c([nH]c4ccccc43)c(C)n2)c1C,6.4%,-2.5%,-17.8%,7.4,-4.2,?,-0.4%
NS(=O)(=O)c1ccc(CCNC(=O)C(=O)c2cn(CC(=O)N3CCCC3)c3ccccc23)cc1,?,-2.7%,?,14.2,-1.7,-4.9%,-0.7%
c1ccc(-c2cc3ncccc3cn2)cc1,179.4%[activator],.,110.8%[activator],.,.,-9.8%,-0.8%
CCCCCOC(=O)C1C2C=CC3(CN(c4ccccc4C)C(=O)C13)O2 (configuration not stated),-14.8%,-0.3%,?,24.9,-0.4,11.4%,2.7%
COc1ccccc1CCC(=O)OCC(=O)N1c2ccccc2NC(=O)C1(C)C,-2.7%,.,8.9%,.,.,7.2%,-1.5%

(more compounds)
compound,Pf growth 48h,LmPK inhibitor,Pf growth 96h,Shiga inhibitor,CHX counter,HCV inh,Tb PYK inh
Cc1oc2c(c(C)cc3oc(=O)c(CC(=O)NCCCO)c(C)c32)c1C,-11.7%[0.00184 µM],0.5%,6.7%,-2.5,-3.9,-22.9%,-1.7%
Cc1nc(NC(=O)C2CCCCC2)sc1C,98.6%[activator],-1.5%,76.1%[activator],61.6*,40.1*,1.5%,-6.6%
CC(=O)CCc1ccc(OCCCCn2cncn2)cc1,30.1%,-5.7%,46.9%[activator],50.6*,19.7*,-0.2%,-5.3%
O=c1oc(-c2cccs2)nc2ccc(Cl)cc12,13.5%,-7.0%,-19.8%,31.7,7.2,12.2%,0.7%
Cn1c(=O)[nH]c(=O)c2c1nc(SCC(O)CO)n2CCCc1ccccc1 (configuration not stated),5.5%,-2.4%,22.2%,16.0,-1.1,8.1%,0.8%
CC(C)c1ccccc1-n1cc[nH]c1=S,3.8%,-6.2%,?,12.0,2.4,2.5%,?
COc1ccccc1N1CCN(/N=C/c2cccc(OC)c2O)CC1,170.9%[activator],-15.7%,-18.2%,2.6,10.6,6.0%,-9.8%
Clc1cccc(CN2CCCCCC2)c1,1.1%,2.6%,35.3%[activator],2.3,-2.4,7.4%,14.3%
O=C1OC(c2ccc(Cl)cc2)=N/C1=C\N1CC2CC(C1)c1cccc(=O)n1C2 (configuration not stated),?,-1.2%,-23.5%,-26.2,-0.4,-5.4%,1.8%
Cn1cc(/C=N/n2cnc3sc4c(c3c2=O)CCCC4)c2ccccc21,3.4%,-2.5%,19.8%,-27.8,-2.1,?,-11.5%
O=C(CCNC(=O)c1ccc([N+](=O)[O-])cc1)Nc1ccccc1N1CCOCC1,2.1%,-2.6%,-0.4%,-4.9,-2.1,-7.2%,3.4%
COc1ccc(/C(O)=C2/C(=O)C(=O)N(CCCN3CCOCC3)C2c2ccc(N(C)C)cc2)cc1 (configuration not stated),-2.2%,11.3%,?,.,-2.4,3.8%,-0.1%
COc1ccc(C(=O)C[n+]2cc(Br)cc3ccccc32)cc1[N+](=O)[O-],?,-0.2%,33.4%[activator],-2.9,-2.5,?,-3.8%
COc1ccc(CCNC(=O)C23CCC(C)(C(=O)C2=O)C3(C)C)cc1OC (configuration not stated),-9.0%,-2.0%,?,26.2,6.7,10.5%,-3.3%
COc1cc(/C=N\NC(=O)c2cccnc2)ccc1OC(=O)c1ccccc1Cl,?,-0.5%,6.5%,-8.0,-0.5,.,-6.9%
Cc1ccc(NC(c2ccccc2)c2nc3ccccc3[nH]c2=O)cc1 (configuration not stated),?,4.9%,?,2.4,-1.7,?,5.1%
Cc1ccc(-n2nc(C)c3c2OC(N)=C(C#N)C3c2cccs2)cc1 (configuration not stated),23.0%,3.0%,5.9%,81.3,16.8*,13.6%,-3.5%
CCCNC(=O)CC(NS(=O)(=O)c1ccc(NC(C)=O)cc1)C(C)C (configuration not stated),21.9%,9.6%,?,-23.5,2.2,21.9%,-1.9%
Cc1ccsc1C(=O)OCC(=O)N1CCc2ccccc2C1,408.8%[activator],3.2%,479.6%[activator],115.1*,45.2*,-11.5%,-0.9%
CCOc1ccc(Br)cc1S(=O)(=O)Nc1ncn[nH]1,3.1%,0.9%,16.0%,-8.6,3.1,14.1%,-2.0%
Cc1cccc(-c2nc(Nc3ccc(N4CCOCC4)cc3)c3ccccc3n2)c1,9.28µM*,0.6%,?,6.5,1.9,?,-16.0%
Cc1ccc(S(=O)(=O)N(C)C)cc1NC(=O)C(C)OC(=O)/C=C/c1cccs1 (configuration not stated),104.8%[activator],0.3%,-11.5%,9.3,5.6,-2.3%,-0.7%
COc1ccc(-n2nnnc2SCc2nc(N)nc(N3CCOCC3)n2)cc1,34.6%[activator],1.7%,4.8%,-26.2,-3.8,-19.5%,-6.0%
O=C(Nc1cnccn1)c1ccncc1,13.9%,-1.8%,4.7%,-2.2,0.8,1.2%,-0.5%
Cc1ccc(C(=O)CSc2nn3c(=O)c(C(C)(C)C)nnc3s2)cc1,-3.8%,5.5%,?,9.8,5.5,2.6%,1.0%
COc1ccc(N(C(=O)c2ccn[nH]2)C(C(=O)NC(C)(C)C)c2ccc(F)cc2)cc1 (configuration not stated),.,4.0%,2.6%,-16.9,-1.8,16.6%,-1.9%
CCc1ccc(C(=O)NC(=S)Nc2ccccc2N2CCOCC2)cc1,?,6.7%,17.0%,-5.6,12.1,?,-2.7%
CCCCn1cnc2c(sc3nc4c(cc32)CSC(C)(C)C4)c1=O,150.1%[activator],2.0%,218.0%[activator],55.1*,77.9*,17.4%,-3.8%
O=C(CCC(=O)Nc1ccccc1Cl)N/N=C1\CCCc2ccccc21,2.2%,4.4%,1.5%,2.4,-2.3,-3.7%,-9.0%
c1ccc(CCn2c3ccccc3c3nnc(SCc4ccc5nonc5c4)nc32)cc1,.,0.1%,?,-6.2,-1.1,?,2.4%
O=[N+]([O-])c1cccc(S(=O)(=O)N/N=C/c2ccc(O)cc2)c1,13.0%,0.5%,-25.9%,-11.3,-0.6,9.3%,-9.0%
Cc1cccc(N(CC(=O)NC2CCCC2)C(=O)c2c(C)noc2C)c1,-10.5%,-2.2%,?,-17.9,-3.2,8.0%,-3.5%
CSc1ccccc1-n1nnnc1SCc1ccccc1,?,0.2%,29.2%,-4.4,10.2,-21.6%,-21.8%
CC(=O)c1cccc(NC(=O)COc2ccc(S(=O)(=O)N3CCCCC3)cc2)c1,?,6.6%,-19.1%,-15.8,0.6,-23.7%,-4.2%
CC(=O)c1cccc(-c2csc(N3CCC(C(N)=O)CC3)n2)c1,?,.,?,.,.,.,-7.6%
CC(=O)Nc1ccc(SCC(=O)N2CCN(S(=O)(=O)c3ccccc3)CC2)cc1,-11.5%,-1.1%,-9.7%,-4.9,-3.0,5.4%,-5.0%
O=C(NC1C2CC3CC(C2)CC1C3)c1ccc(Br)o1 (configuration not stated),?,-1.6%,50.7%[activator],-3.5,4.8,-2.2%,2.6%
CN(CCc1ccccn1)C(=O)CCC1CCCN(C(=O)c2n[nH]c3c2CCCC3)C1 (configuration not stated),?,-6.5%,?,10.1,7.7,-1.5%,-4.3%
Clc1cccc(-c2nc3nc4ccccc4nc3n2Cc2ccco2)c1,?,-6.6%,-2.2%[5.75 µM],75.4*,31.5*,?,-7.5%
Cc1ccc(OCCN2CCN(c3nc(NCc4ccco4)c4ccccc4n3)CC2)cc1,?,2.2%,3.3%,17.0,-3.0,11.2µM*,-1.8%

No enrichment for hits (roughly 24% active in at least one column).
